CHO-K1 Ca ag: M1 agonist counterscreen hit in parental CHO-K1 cells | Fluo-8 calcium fluorescence; scaled to maximal ATP response, vehicle zero | activation, % at 3 µM | 360,000 tested, 0.48% active | AID 602248; in the data active = activation above about 15%;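 note: untransfected CHO-K1 host cells lacking M1 receptor as counterscreen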
TAAR1 antag: human TAAR1 antagonism; Q96RJ0; CHO RD-HGA16 TAAR1, Fluo-8 calcium fluorescence, antagonist; inhibition, % at 3 µM; 360,000 tested, 1.5% active;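 active = inhibition above a per-plate cutoff, the mean inhibition of test compounds on that plate plus 3 SD, cut at about 49% in these data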;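 note: 0% = DMSO plus EC80 beta-PEA response and 100% = DMSO alone without agonist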
Target sequence (Q96RJ0 whole entry, looked up): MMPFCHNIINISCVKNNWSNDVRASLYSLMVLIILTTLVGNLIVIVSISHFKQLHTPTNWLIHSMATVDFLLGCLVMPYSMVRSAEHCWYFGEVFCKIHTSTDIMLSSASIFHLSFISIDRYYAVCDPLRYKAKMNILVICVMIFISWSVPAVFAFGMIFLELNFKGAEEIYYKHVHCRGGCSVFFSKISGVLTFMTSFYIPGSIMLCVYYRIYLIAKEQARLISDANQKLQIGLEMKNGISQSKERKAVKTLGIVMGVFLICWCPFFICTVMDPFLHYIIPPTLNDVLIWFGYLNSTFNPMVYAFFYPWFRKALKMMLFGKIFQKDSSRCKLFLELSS
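test system = CHO RD-HGA16 cells bearing hTAAR1 | replication = singlicate | controls = DMSO-only wells and EC80 β-PEA-stimulated wells | reagent = EC80 β-phenethylamine stimulus | read-out basis = percent inhibition of PEA-evoked calcium signal, max/basal emission ratio | schedule = seeding 17-24 h prior, 75-min 37 °C, 30-min RT dye loading | signal = kinetic Fluo-8 calcium fluorescence measurement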
CHO-K1 Ca antag: M1 antagonist counterscreen hit in parental CHO-K1 cells. ATP-induced calcium, Fluo-8 fluorescence. inhibition, % at 3 µM. 360,000 tested, 0.6% active;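 active = inhibition above a per-plate cutoff, the plate's mean sample inhibition plus 3 SD, cut at about 24% in these data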;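 note: 0% = DMSO plus EC80 ATP and 100% = DMSO alone without ATP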
M1 PAM parental: M1 PAM counterscreen hit in parental CHO-K1 cells; ATP EC20, Fluo-8 calcium fluorescence; 0% at ATP EC20, 100% at ATP max; activation, % at 3 µM; 360,000 tested, 0.02% active; AID 602247;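 active = activation above the run cutoff, the mean activation of all test compounds plus 3 SD, cut at about 40% in these data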;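 note: peak over basal fluorescence ratio in a 140 s read after ATP addition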
TAAR1 ag: human TAAR1 agonism; activation, % at 3 µM; 360,000 tested, 0.99% active; Q96RJ0; AID 624467; CHO RD-HGA16 TAAR1, Fluo-8 calcium fluorescence; vehicle wells 0%, saturating PEA agonist 100%;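 active = activation above the mean activation of all test compounds in the run plus 3 SD, cut at about 38% in these data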
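Assay system – CHO-derived RD-HGA16 cells with stable Gα16 and human TAAR1 · Compound dosing – one-point dosing at 3 µM (nominal) · Incubation – 17-24 h seeding, 75 min 37 °C dye, 30 min RT · Measured by – kinetic Fluo-8 calcium fluorescence · Control set – DMSO vehicle as 0%, PEA at EC100 as 100% · Repeats – single well for each compound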
CHO parental Ca: counter-screen: ATP calcium response change in parental CHO cells; 330,000 tested, 0.63% active; parental CHO-K1, ATP-induced calcium, Fluo-8 fluorescence; AID 463079; inhibition, % at 5.6 µM;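 active = inhibition above that plate's mean sample inhibition plus 3 SD, cut at about 26% in these data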;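 note: 0% = ATP-challenged DMSO wells and 100% = DMSO wells without ATP; some compounds past the cut are filed as inactive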
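Material – parental CHO cells · Reagent – ATP stimulus · Compound – single nominal dose of 5.6 µM per compound · Detection – Fluo-8 fluorescence · Read-out basis – percent inhibition of calcium signal · Controls – ATP-challenged DMSO wells low, unchallenged DMSO wells high · Repeats – no replicates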
V1R ag counter: V1a receptor agonism, counter-screen for OXTR agonists. AID 2797. CHO-V1R cells, Fluo-8 calcium fluorescence, agonist mode; 0% DMSO, 100% 3 nM vasopressin. 320,000 tested, 0.25% active. P37288. activation, % at 3 µM;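 active = activation above the mean activation of all tested compounds plus 3 SD, per screening run, cut at about 20% in these data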;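 note: signal is peak over basal fluorescence ratio across a 100 second FLIPR read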
CHRM1 agonist: agonists of human M1 muscarinic receptor; activation, % at 3 µM; 360,000 tested, 0.33% active; CHO-K1 hM1, Fluo-8 calcium fluorescence, agonist mode; 0% DMSO, 100% acetylcholine EC100;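 active = activation above the run's mean compound activation plus 3 SD, cut at about 16% in these data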;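 note: peak over basal fluorescence ratio within a 140 s kinetic read after compound addition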
OXTR potentiate: potentiates the human oxytocin receptor response; 320,000 tested, 0.061% active; activation, % at 3 µM; CHO-OTR cells, Fluo-8 calcium fluorescence, potentiator mode; 0% = oxytocin EC15, 100% = EC100; AID 2445;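 active = activation above that plate's cutoff, the mean activation of tested compounds plus 3 SD, cut at about 6.6% in these data, passing the limit was not always enough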;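 note: 100% uses oxytocin at 75 nM as the full agonist control; some results filed as inactive read as strong as hits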
Target sequence (P30559 whole entry, looked up): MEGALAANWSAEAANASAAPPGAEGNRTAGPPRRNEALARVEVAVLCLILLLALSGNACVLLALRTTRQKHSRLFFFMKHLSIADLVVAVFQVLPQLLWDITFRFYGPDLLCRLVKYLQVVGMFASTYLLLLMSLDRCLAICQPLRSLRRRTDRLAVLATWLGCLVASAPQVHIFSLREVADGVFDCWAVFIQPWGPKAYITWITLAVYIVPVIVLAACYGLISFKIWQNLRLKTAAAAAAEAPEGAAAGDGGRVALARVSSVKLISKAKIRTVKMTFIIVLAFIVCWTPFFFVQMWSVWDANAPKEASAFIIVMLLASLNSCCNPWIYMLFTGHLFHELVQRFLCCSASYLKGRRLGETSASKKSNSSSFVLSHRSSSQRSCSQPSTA
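Material: CHO-OTR cells, human receptor; compound dosing: single dose, 3.0 µM nominal final compound concentration; schedule: 6 min compound pre-incubation at room temperature, 100 s kinetic read; measured by: kinetic Fluo-8 calcium fluorescence; read-out basis: % activation vs EC15 and EC100 oxytocin; controls: EC15 oxytocin alone as 0%, 75 nM oxytocin as 100%; replicates: singlicate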
* hit, by the source's call; / = no result given.

Order of values: CHO-K1 Ca ag	TAAR1 antag	CHO-K1 Ca antag	M1 PAM parental	TAAR1 ag	CHO parental Ca	V1R ag counter	CHRM1 agonist	OXTR potentiate
[1] CC1CCCN(C(=O)COC(=O)CNC(=O)c2ccc(Br)cc2)C1 (configuration not stated)
→ 0.5	-9	0	-10	0	-2	0.2	-1	-2
[2] CCN(CC(=O)NCc1cccs1)C(=O)c1ccc(S(=O)(=O)Nc2ccccc2Cl)cc1
→ 0.8	5	-8	-7	3	-17	0.2	-6	-3
[3] CC(C)N1C(=O)/C(=C\c2nc3ccccc3c(=O)[nH]2)c2ccccc21
→ 2.9	48	5	-2	12	-12	-1.3	-8	-1
[4] C=CCC1(CC=C)CCCN1C(=O)c1cc(COc2ccc(F)c(F)c2)on1
→ 4.5	38	-12	28	6	9	4.8	-1	-8
[5] C=C1CC[C@@H]2[C@](C)(CCC[C@@]2(C)/C=C/[C@@H](O)C(C)(C)O)[C@H]1CC(=O)NCCS(=O)(=O)O
→ 0.4	-2	-4	-4	0	/	/	0	/
[6] O=C(COC(=O)CCCOc1ccc(Cl)cc1Cl)Nc1cccc(Cl)c1
→ 1.9	15	-2	8	3	-4	1.8	-7	-3
[7] COc1ccccc1[C@H]1C(c2cccc(C)c2)=NN(c2ccccc2)[C@@H]1CO
→ -0.5	-6	1	-15	-2	-20	/	1	/
[8] CC(C)(CN1CCc2ccccc2C1)NS(=O)(=O)c1ccc(Cl)cc1
→ 0.5	-37	-10	5	1	-1	2.1	-7	-3
[9] O=C(CSc1ccc([N+](=O)[O-])cc1)NCC1CCCCC1
→ 1.6	105*	-12	22	16	-8	1.0	-2	-7
[10] N#Cc1ccc(OCC(=O)Nc2nc(-c3cccnc3)cs2)cc1
→ 6.6	46	-13	4	17	-6	4.6	0	-3
[11] COc1ccc(CC(C)N2CCN(c3ccccc3)CC2)cc1OC (configuration not stated)
→ 1.4	-15	-31	27	7	-19	0.3	-10	-1
[12] CCOc1ccc(-c2cccc(NC(=O)c3ccco3)c2)nn1
→ 1.1	13	-7	3	4	-15	-0.9	-1	-10
[13] CC1CCCN(C(=O)COC(=O)CSc2ccc(C(N)=O)cc2[N+](=O)[O-])C1 (configuration not stated)
→ -0.1	9	10	-4	1	-15	-0.3	-3	-11
[14] COCCNC(=O)C1CCCN(Cc2ccc(C(C)C)cc2)CC1 (configuration not stated)
→ 0.4	17	-7	23	0	/	/	-8	/
[15] ClC1(Cl)CC1CSc1nnc(-c2ccncc2)o1 (configuration not stated)
→ 2.1	-13	-20	13	9	-3	1.7	-3	-11
[16] Cc1ccc2c(c1)COc1c3ccc(C(=O)N4CCOCC4)cc3nn1-2
→ -0.7	7	1	-12	6	-16	-1.3	-6	-6
[17] CN(C)CCOC(=O)/C(=C/c1cn(C)c2ccccc12)NC(=O)c1ccccc1
→ 1.7	-13	12	-2	4	-16	0.9	-2	-10
[18] Cc1cc(C)c(S(=O)(=O)N2CCN(C(=O)c3cc4ccccc4o3)CC2)c(C)c1
→ -0.1	5	-5	2	2	/	/	-2	/
[19] O=C(CSC1=NCCS1)Nc1nc2c(s1)CCCC2
→ 0.1	6	-4	-1	12	-1	-0.1	-7	0
[20] COc1ccc(Cl)cc1C(=O)Nc1ccc(NC(C)=O)cc1
→ 0.2	5	-8	20	0	0	1.7	-4	-3

Brought forward from above: 3 entries, followed by the next part.
Order of values: CHO-K1 Ca ag	TAAR1 antag	CHO-K1 Ca antag	M1 PAM parental	TAAR1 ag	CHO parental Ca	V1R ag counter	CHRM1 agonist	OXTR potentiate
[18] Cc1cc(C)c(S(=O)(=O)N2CCN(C(=O)c3cc4ccccc4o3)CC2)c(C)c1
→ -0.1	5	-5	2	2	/	/	-2	/
[19] O=C(CSC1=NCCS1)Nc1nc2c(s1)CCCC2
→ 0.1	6	-4	-1	12	-1	-0.1	-7	0
[20] COc1ccc(Cl)cc1C(=O)Nc1ccc(NC(C)=O)cc1
→ 0.2	5	-8	20	0	0	1.7	-4	-3
[21] Cc1cccc2cc(CN(Cc3ccc(F)cc3)C(=O)N3CCOCC3)c(=O)[nH]c12
→ 1.8	38	-11	1	26	-13	2.6	-2	-12
[22] COc1ccc(NC(=O)CC2C(=O)N(c3cccc(OC)c3)C(=O)N2C(C)C)cc1 (configuration not stated)
→ 0.0	-10	4	4	0	-4	0.5	-2	-1
[23] Cc1cc(C)c(C)c(S(=O)(=O)NC(C)C(=O)O)c1C (configuration not stated)
→ 0.0	-18	7	-9	3	-6	2.3	-2	-1
[24] C=CCSc1nc2sc3c(c2c(=O)[nH]1)CC(C)(CC)OC3 (configuration not stated)
→ 0.1	-12	-19	-8	1	-8	-0.6	-4	-11
[25] NNc1nc2sc3c(c2c(=O)n1C1CCCCC1)CCN(Cc1ccccc1)C3
→ 2.8	-3	3	-4	3	-36	0.0	-3	-1
[26] Cc1ccc(N=CNc2ccc(C)cc2C)c(C)c1
→ 0.2	4	-2	-5	0	-14	0.3	-1	-1
[27] Cc1ccc2nc(-c3ccc(NC(=O)COC(=O)c4ccc(=O)[nH]c4)cc3)sc2c1
→ 0.9	2	-1	11	2	-6	0.0	3	-3
[28] CCOc1cc2c(cc1/C=C/C(=O)O)OC(C)C2 (configuration not stated)
→ 2.3	-23	-14	11	5	-7	2.0	-2	-1
[29] COc1ccccc1N1CCN(C(=O)/C=C/c2c(Cl)nc3ccccn23)CC1
→ 5.4	21	1	11	9	-19	2.9	-4	-12
[30] CCOc1ccccc1NC(=O)Cn1c(=O)sc2ccccc21
→ 1.3	-7	-17	17	1	-10	2.5	-3	-5
[31] Cc1csc(NC(=O)c2ccc(C)s2)n1
→ 6.9	-19	-2	9	2	-11	-0.4	-1	-2
[32] CC1(C(=O)NS(=O)(=O)c2cccc(F)c2)CCN1C(=O)C1CCCCC1 (configuration not stated)
→ 0.4	-7	-8	14	0	/	/	-3	/
[33] COc1ccc(-c2nc(C#N)c(N3CCCCC3)o2)cc1
→ -0.1	-24	-10	18	2	-19	-1.3	-9	-8
[34] COc1ccc(N2C(=O)C3CCCN3C2c2cc(OC)c(OC)c(OC)c2)cc1 (configuration not stated)
→ -0.1	5	-2	14	0	-11	0.4	0	4
[35] O=S1(=O)CCC(N=Cc2cc(Br)ccc2O)C1 (configuration not stated)
→ 0.4	-6	-19	21	16	-7	-0.2	-2	-1
[36] COc1ccc(CCNC(=O)c2cc(S(=O)(=O)N3CCCCC3)ccc2Cl)cc1
→ 3.9	2	-14	1	2	/	/	-2	/
[37] COc1cc(CN2CCCC(CO)(Cc3ccccc3)C2)ccc1O (configuration not stated)
→ 0.6	-13	-1	12	2	-7	-0.1	-8	-13
[38] CC(OC(=O)c1ccc(Cl)nc1)C(=O)N1CCc2ccccc21 (configuration not stated)
→ 1.1	3	-17	9	1	-14	-0.4	-2	-10
[39] CS(=O)(=O)N(CC(=O)N1CCC(C(N)=O)CC1)c1cc(C(F)(F)F)ccc1Cl
→ 0.3	0	-1	-10	0	7	0.7	-9	-5
[40] COc1ccc(CCNC(=O)CSc2nc3[nH]ncc3c(=O)n2-c2ccc(Br)cc2)cc1OC
→ 0.3	10	-17	7	6	-25	-0.5	25*	-4
[41] COc1cccc(OCC(=O)N(C)Cc2nc(-c3ccccc3)no2)c1
→ 0.3	8	4	11	-4	7	0.5	-1	-6
[42] COC1OC2COC(c3ccccc3)OC2C(O)C1NC(C)=O (configuration not stated)
→ 0.4	0	10	-14	1	/	/	-2	/
[43] O=C(CCSc1ccccc1)OCn1nnc2ccccc2c1=O
→ 1.8	-8	-1	16	8	-2	1.1	-11	-9
[44] CCOC(=O)c1cccc(NC(=O)c2cncc(Br)c2)c1
→ 0.2	-27	-8	1	1	-6	1.8	-2	-3
[45] COc1cccc(N2C(=O)CN(Cc3cc(OC)c(OC)c(OC)c3)C2=S)c1
→ 4.7	-9	-8	5	3	-17	0.3	-1	-9
[46] COc1ccc(CCNC(=O)/C=C\c2ccccc2)cc1OC
→ 1.8	-17	2	15	4	-11	-1.1	1	-4
[47] C[C@@H]1CN([C@@H](C)CO)C(=O)CCCn2nncc2CO[C@H]1CN(C)Cc1ccc(Oc2ccccc2)cc1
→ 0.2	7	-3	3	2	/	/	-12	/
[48] Cc1ccnc2nc(C(=O)OCC(=O)NC(=O)NCc3ccco3)nn12
→ 1.0	1	-10	13	10	0	-0.5	-2	-3
[49] CCS(=O)(=O)c1nc(S(=O)(=O)c2ccc(Cl)cc2)c(NCCCN2CCCC2=O)s1
→ 1.4	-24	-13	16	3	-13	2.5	-4	-4
[50] COc1cccc(/C=C/C(=O)N2CCN(c3n[nH]c(=O)[nH]c3=O)CC2)c1OC
→ 0.4	-12	-7	8	3	-5	1.1	-1	-1
[51] Nn1c(SCC(=O)Nc2nccs2)nnc1-c1cccnc1
→ 0.0	-11	-19	-11	-1	-9	-0.4	2	-4
[52] O=C(O)c1ccc(Cl)c(NC(=O)C2CCN(S(=O)(=O)c3ccc4c(c3)OCCO4)CC2)c1
→ 0.8	-9	-10	26	0	/	/	-3	/
[53] CCc1cccc(CC)c1NC(=O)c1ccccc1
→ -0.5	-10	-7	16	1	-12	0.2	-8	-2
[54] CCCCOc1ccc(N=Nc2ccc(N)nc2N)cn1
→ 0.5	-2	-2	-14	7	3	1.3	-1	-3
[55] Cc1ncc(C[n+]2csc(C)c2C)c(N)n1
→ -0.3	-9	-1	-1	6	-2	-0.1	-11	3
